# VIM-2 inhibitor: blocks Pseudomonas aeruginosa VIM-2 metallo-beta-lactamase; 0.89% of 290,000 active; purified VIM-2, nitrocefin hydrolysis, epi-absorbance fluorescence; inhibition, % at 5.6 µM;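 active means inhibition above the mean of all tested compounds plus 3 SD, cutoff set per screening run, cut at about 7.5% in these data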;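 further: red hydrolysis product quenches plate fluorescence so inhibitors raise well fluorescence; 0% = enzyme with DMSO and 100% = DMSO without enzyme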
# PHOSPHO1 inh: inhibitors of human PHOSPHO1 phosphatase; AID 1565; recombinant PHOSPHO1, absorbance phosphatase assay; 1.1% of 290,000 active; inhibition, % at 13.3 µM; Q8TCT1; in the data active means inhibition above about 60%
# Target sequence (Q8TCT1 whole entry, looked up): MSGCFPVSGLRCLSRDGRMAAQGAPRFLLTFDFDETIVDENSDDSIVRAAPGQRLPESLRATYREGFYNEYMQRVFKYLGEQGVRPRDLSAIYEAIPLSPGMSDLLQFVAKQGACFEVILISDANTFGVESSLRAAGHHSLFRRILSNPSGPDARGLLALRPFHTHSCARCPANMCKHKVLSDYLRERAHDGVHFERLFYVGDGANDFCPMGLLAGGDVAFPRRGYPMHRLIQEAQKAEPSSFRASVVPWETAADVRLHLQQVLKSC
# p-CIP stab down: compounds decreasing mouse p/CIP protein stability | 0.01% of 290,000 active | AID 1984 | Q05BA5 | decrease of EGFP signal, % at 10 µM | F442A p/CIP-EGFP cells, EGFP fluorescence, 16 h;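 active means EGFP signal decrease of at least 30% at 10 µM or well 3 SD below plate mean, unless failing retest; inactive means the rest, including hits failing retest or dose response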; further: some compounds called inactive have numbers as strong as hits; many of its hits are not listed in these tables
# NALP1 inh: inhibitors of NALP1 inflammasome in yeast; 0.61% of 280,000 active; AID 2071; inhibition, % at 10 µM; S. cerevisiae NALP1/ASC/caspase-1 growth, X-gal OD620, 72 h; in the data active means inhibition mostly above about 24%, no sharp cut-off; inactive means mostly below about 32%; further: some compounds called inactive have numbers as strong as hits
# IDE inh: inhibits human insulin-degrading enzyme in HEK cells. P14735. FAbetaB cleavage, fluorescence polarization. inhibition, % at 5.59 µM. 0.41% of 320,000 active. AID 434962;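 active means percent inhibition above the average of all tested compounds plus 3 SD, set per screening campaign, cut at about 16% in these data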;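 further: IDE supplied by intact live HEK cells; FP after avidin binding of uncleaved biotin substrate so inhibition keeps polarization high; 0% = DMSO wells and 100% = 60 µM reference IDE inhibitor Ii1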
# M18AAP inhibitor: PfM18AAP enzyme inhibition | recombinant PfM18AAP, H-Glu-NHMec fluorogenic cleavage | inhibition, % at 7.35 µM | 1.2% of 290,000 active;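 active means inhibition above the campaign mean inhibition over all tested compounds plus 3 SD, cut at about 28% in these data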;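 further: 0% = plate median of test compound wells and 100% = 2 mM ZnCl2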
# IDE act: IDE (human) activation, cell-based | P14735 | AID 493087 | 0.073% of 340,000 active | activation, % at 5.96 µM | HEK cells, FAbeta-B cleavage, fluorescence polarization; 0% vehicle, 100% cell-free pure enzyme wells;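 active means activation above the mean of all tested compounds plus 3 SD, set per screening campaign, cut at about 17% in these data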
# GPR7 antag: antagonists of human GPR7 (neuropeptides B/W receptor 1). P48145. GPR7-expressing cells, fluorescence antagonist assay. inhibition, % at 4.4 µM. 1.1% of 290,000 active. AID 1861; in the data active means inhibition above about 16%, passing the limit was not always enough;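 further: cells stimulated with the agonist NPW; 0% = agonist with vehicle and 100% = vehicle without agonist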
# Target sequence (P48145 whole entry, looked up): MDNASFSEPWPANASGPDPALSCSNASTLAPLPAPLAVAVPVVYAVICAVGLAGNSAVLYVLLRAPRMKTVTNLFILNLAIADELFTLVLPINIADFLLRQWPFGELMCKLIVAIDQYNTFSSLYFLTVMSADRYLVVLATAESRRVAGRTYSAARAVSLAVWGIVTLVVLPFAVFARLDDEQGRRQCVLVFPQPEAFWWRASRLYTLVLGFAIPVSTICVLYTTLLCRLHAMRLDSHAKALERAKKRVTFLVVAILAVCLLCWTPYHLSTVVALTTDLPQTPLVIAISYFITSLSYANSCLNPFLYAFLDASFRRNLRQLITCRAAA
# IMP-1 inhibitor: blocks Pseudomonas aeruginosa IMP-1 metallo-beta-lactamase. AID 1556. inhibition, % at 5.6 µM. 0.45% of 290,000 active. purified IMP-1, nitrocefin hydrolysis, epi-absorbance fluorescence;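 active means inhibition above the mean plus 3 SD of all compounds in the same screening run, cut at about 4.5% in these data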;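 further: 0% = IMP-1 with DMSO and 100% = DMSO wells lacking enzyme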
#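 System: Purified IMP-1 | Read-out basis: Percent enzyme inhibition | Controls: IMP-1 with DMSO as 0%, enzyme-free DMSO as 100% | Replicates: One well per compound | Doses: 5.6 µM nominal single concentration | Detection: Epi-absorbance fluorescence, 480 nm excitation, 530 nm emission | Incubation: 25 °C, 15 min preincubation, 25 min reaction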
# * hit, by the source's call; · = not tested or not shown.
# Every second line gives: VIM-2 inhibitor, PHOSPHO1 inh, p-CIP stab down, NALP1 inh, IDE inh, M18AAP inhibitor, IDE act, GPR7 antag, IMP-1 inhibitor
- CC1(c2ccc([N+](=O)[O-])cc2)NC(=O)NC1=O (configuration not stated)
    -0.2, 39, 1, -1, 2, 0, 1, -4, -3.1
- N#Cc1ccc(OCC(=O)OCC(=O)NCCC2=CCCCC2)cc1
    -0.4, 0, 1, 5, -15, 1, -3, 5, 0.7
- CNC(=O)C(=O)NCCN1CCN(S(=O)(=O)c2ccc3ccccc3c2)CC1
    0.8, 36, 8, 19, ·, -3, 6, 23, 0.9
- Cc1cc(NS(=O)(=O)c2ccc(Nc3nc(-c4ccc(C)c(C)c4)cs3)cc2)no1
    -5.8, 21, -5, -2, -1, 1, 1, -21, -2.1
- Cc1cccc(Nc2nc(-c3c(C)nc4ccccn34)cs2)c1
    3.1, -14, -17, 22, 5, 5, 0, 23, 0.1
- COc1cc(C(=O)N2CCN(C(=O)c3cccc4ccccc34)CC2)cc(OC)c1OC
    -0.2, 23, -15, 5, 0, -5, 2, -10, 0.0
- COc1ccc(Cl)cc1C(=O)NCC(c1ccco1)N1CCCC1 (configuration not stated)
    -0.8, -10, 3, 36, 1, -9, 4, -5, -4.3
- CCC1=NN2C(=N)/C(=C\c3cccn3-c3ccc(C)c(C)c3)C(=O)N=C2S1
    0.3, 36, -11, -16, 2, -6, -3, -1, -2.1
- COc1ccc(NC(=S)N2CCN(Cc3ccco3)CC2)c(OC)c1
    -1.7, -24, -3, 21, 8, 1, -6, -3, 1.1
- CC(C(=O)O)N1C(=O)/C(=C/c2cccn2C)SC1=S (configuration not stated)
    0.0, 0, -17, 15, -1, 8, 0, 0, -2.5
- COc1cccc(N2CCN(c3nc(C)c(C)c(=O)[nH]3)CC2)c1
    -1.1, 40, 9, -5, 3, 1, 2, -12, -1.6
- COc1cc(N=C2C(=O)N3CCCc4cccc2c43)cc(OC)c1
    -1.5, 6, -6, 29, -3, 17, 5, 2, -1.6
- O=C(O)CC1S/C(=N\N=C/c2ccccc2O)N(c2ccc(O)cc2)C1=O (configuration not stated)
    -1.7, 26, 4, 12, 4, 1, 5, -7, -2.6
- CN1CCN(Cc2nc3c([nH]2)c(=O)[nH]c(=O)n3C)CC1
    -2.8, -6, 0, -5, 1, 0, 5, 1, -4.2
- CC(=O)c1c(C)[nH]c(C(=O)CSc2nnc(-c3ccco3)n2Cc2ccccc2)c1C
    -0.9, 62*, -10, 23, -4, 13, 4, -4, -1.9
- COC(=O)C(C#N)c1nc2ccccc2nc1N1CCCC1 (configuration not stated)
    -1.8, -3, 2, 15, -10, 8, 2, -2, -2.7
- CCOC(=O)C1(CC2CCCCO2)CCN(Cc2ccccc2-c2ccco2)CC1 (configuration not stated)
    -3.3, 28, -1, -11, 2, 2, 4, -5, -2.4
- O=C(Nc1nnc(Cc2ccccc2)s1)C1CCN(C(=O)c2ccco2)CC1
    -4.0, 27, -15, -1, 5, -1, 2, -3, -0.3
- COc1ccc(N(CC(=O)N2CCc3ccccc3C2)S(C)(=O)=O)cc1OC
    -2.4, 30, -1, -17, 4, 4, 2, -4, 0.2
- CC1(C)Cc2c(sc(NC(=O)COc3cccc4ccccc34)c2C#N)C(C)(C)N1
    2.8, 27, -3, 17, 6, -5, 4, -8, 19*
- O=C(N/N=C\c1cccc(Cl)c1)c1n[nH]c2c1CCCC2
    -0.4, -6, 4, 7, -4, 2, 2, 4, -4.6
- O=C(OCCCN1C(=O)c2ccccc2C1=O)c1ccco1
    -1.8, -20, -4, 11, 0, -2, 4, -11, -0.8
- Cn1c(=O)c2c(nc(N3CCc4ccccc4C3)n2C)n(C)c1=O
    -1.2, -1, 8, 20, -8, -11, -3, 2, -1.3
- O=c1[nH]c(C2CCN(S(=O)(=O)c3ccccc3)CC2)nc2c1nnn2Cc1cccc(Cl)c1
    1.9, 28, 4, 5, -7, 9, 1, 25*, -0.5
- Cc1cccc(C(C)C)c1NC(=O)C1CN(S(=O)(=O)c2ccccc2)CCN1S(=O)(=O)c1ccccc1 (configuration not stated)
    0.1, 4, 0, 23, -2, -6, -4, -4, -1.9
- COc1cc(/C=C(\C#N)C(=O)N2CCOCC2)ccc1OCc1ccccc1
    -0.2, 1, 4, -6, 4, 3, 2, 4, -2.7
- CCCOc1ccc(/C=N/NC(=O)C2CCCN2S(=O)(=O)c2ccc(Cl)cc2)cc1 (configuration not stated)
    -2.8, 1, -8, 18, 5, 1, -4, -12, -2.1
- CCOCC(=O)Nc1ccc(C(=O)Nc2ccccc2Cl)cc1
    -0.6, 24, -24, -3, 2, -3, ·, 0, -3.5
- CNC(=O)COc1coc(CN2CCN(c3ccc(OC)cc3)CC2)cc1=O
    0.2, 8, 8, -2, 5, 4, 0, -4, -1.4
- CCOC(=O)c1c(C)n(C)c2ccc(OC)c([N+](=O)[O-])c12
    -0.5, 44, -41, 22*, -7, -4, 2, -4, -1.7

# Reprinted at random: six compounds from above, in no set order.
# Every second line gives: VIM-2 inhibitor, PHOSPHO1 inh, p-CIP stab down, NALP1 inh, IDE inh, M18AAP inhibitor, IDE act, GPR7 antag, IMP-1 inhibitor
- Cn1c(=O)c2c(nc(N3CCc4ccccc4C3)n2C)n(C)c1=O
    -1.2, -1, 8, 20, -8, -11, -3, 2, -1.3
- CC1(C)Cc2c(sc(NC(=O)COc3cccc4ccccc34)c2C#N)C(C)(C)N1
    2.8, 27, -3, 17, 6, -5, 4, -8, 19*
- O=C(OCCCN1C(=O)c2ccccc2C1=O)c1ccco1
    -1.8, -20, -4, 11, 0, -2, 4, -11, -0.8
- O=c1[nH]c(C2CCN(S(=O)(=O)c3ccccc3)CC2)nc2c1nnn2Cc1cccc(Cl)c1
    1.9, 28, 4, 5, -7, 9, 1, 25*, -0.5
- COc1cc(/C=C(\C#N)C(=O)N2CCOCC2)ccc1OCc1ccccc1
    -0.2, 1, 4, -6, 4, 3, 2, 4, -2.7
- N#Cc1ccc(OCC(=O)OCC(=O)NCCC2=CCCCC2)cc1
    -0.4, 0, 1, 5, -15, 1, -3, 5, 0.7

# The list continues:
# Every second line gives: VIM-2 inhibitor, PHOSPHO1 inh, p-CIP stab down, NALP1 inh, IDE inh, M18AAP inhibitor, IDE act, GPR7 antag, IMP-1 inhibitor
- Cc1ccc(CCNC(=O)CCCn2nc(C)c3c(C)n(-c4ccc(C)cc4)nc3c2=O)cc1
    -0.1, 29, 2, 8, -2, -6, -5, -15, -1.4
- COc1ccc(C)cc1NC(=O)Nc1ccncc1
    -2.3, 37, -16, 14, -1, 3, -4, -16, -2.2
- O=C(COC(=O)c1cccc([N+](=O)[O-])c1)NC1CCCC1
    -3.2, 38, -8, 3, -3, -5, 3, -7, -0.9
- CC(=O)Nc1ccc(NC(=O)CC23CC4CC(CC(C4)C2)C3)cc1
    -5.8, -4, 3, 3, 8, -3, 5, -13, -4.4
- CCOC(=O)c1sc(NC(=O)CC)nc1C
    -2.0, 32, 0, 2, 1, -6, -1, -5, -1.0
- COc1ccccc1/C=N/NC(=O)COCC(=O)N/N=C/c1ccccc1OC
    -4.7, -16, -4, 10, 0, 4, 2, -14, -1.8
- O=C1c2cccc([N+](=O)[O-])c2C(=O)N1c1cccnc1
    -1.3, 20, -4, 13, 1, -5, 6, -2, -3.2
- CC1(C)N=C(N)N=C(N)N1c1ccc(C(=O)O)cc1
    -0.6, 14, 2, -2, 1, -8, ·, -13, -3.8
- COc1ccc(S(=O)(=O)N2CCN(C(=O)NC3CCCCC3)CC2)cc1
    1.2, 28, -9, 0, -4, -2, -1, 4, -0.9
- O=C(NCC1(O)CCCCC1)C1CCC(=O)N(Cc2cccc(C(F)(F)F)c2)C1 (configuration not stated)
    -1.1, 11, -5, 4, -3, -2, 3, -19, -2.1
- O=S(=O)(c1ccc(F)cc1)N1CCCN(Cc2c(F)cccc2F)CC1
    -2.0, 33, -3, 6, -2, 1, 5, -10, -3.4
- CCOC(=O)c1c(C)[nH]c(C)c1S(=O)(=O)N1c2ccccc2CC1C (configuration not stated)
    -1.3, 27, -4, -4, 3, 6, 1, -10, -2.4
- O=C(NCCN1C(=O)S/C(=C\c2cccc(Cl)c2Cl)C1=O)C1=COCCO1
    1.2, -9, 4, 20, 1, 10, 1, -3, -1.3
- COc1ccc(N2CCN(CC(O)COC(C)(C)C)CC2)cc1 (configuration not stated)
    -2.2, 32, -8, 10, -3, 3, 2, -18, -0.4
- FC(F)(F)c1nnc2ccc(-n3ccnc3)nn12
    -1.6, -3, -13, 6, 0, 3, 7, 12, -2.5
- CCCC(CCC)C(=O)NCCN1CCOCC1
    -1.2, 0, -2, 12, -8, 6, 4, -9, -2.5
- CC(C)CCN1CCN(Cc2nc3ccccc3s2)CC1CCO (configuration not stated)
    -1.3, 27, -14, 0, -1, 0, -2, -8, 3.0
- O=C(NCc1ccccc1Cl)C1CCN(S(=O)(=O)N2CCCCCC2)CC1
    -3.0, 24, -6, 4, -1, -7, 8, -7, -3.4
- O=C(NCCCN=C1NS(=O)(=O)c2ccccc21)c1ccc(F)cc1
    -2.8, 41, -15, 20, -2, 1, 7, -13, -3.0
- CC(C)c1nnc(SCC(=O)NCCC2=CCCCC2)n1N
    -3.4, 92*, 4, -8, 8, 12, -7, -8, -2.6
- CCC(=O)c1c[nH]c(C(=O)NCc2cccs2)c1
    -1.3, 25, -8, ·, -2, 0, 3, 3, -2.2
- COc1ccc(C(C)=O)cc1CSc1nnc(Nc2ccccc2C)s1
    3.8, 4, 4, 36, 4, 5, 2, 12, -3.3
- CCc1cccc(N(CC(=O)NCc2ccc(F)cc2)C(=O)c2csnn2)c1
    -3.8, -6, -4, -2, 1, 4, -6, 3, -1.8
- CCCn1c(C)cc(C(=O)COc2ccc(C)nc2[N+](=O)[O-])c1C
    -1.4, 1, -11, 27, 1, 9, 2, 1, -3.4
- CCCN(C(=O)CCNC(=O)Cn1cnc2ccccc2c1=O)c1cccc(C)c1
    -0.1, 22, -24, -7, 0, 3, -5, -4, -4.0
- CC1(C)Cc2c(cnn2-c2ccc(F)cc2)C(NC(=O)c2ccoc2)C1 (configuration not stated)
    -4.5, 15, -1, 13, 5, -2, 5, -14, -3.2
- CC(NC(=O)c1ccc(N(C)C)cc1)C(c1cccs1)N1CCN(C)CC1 (configuration not stated)
    -2.0, 17, -6, 15, 1, -1, 0, -6, -1.8
- COc1cc(C(=O)Nc2ccc(OCC(=O)N3CCOCC3)cc2C)cc(OC)c1OC
    -1.2, 31, -5, 4, 5, 3, -4, -6, -0.4
- COc1cc(C#N)ccc1OCC(=O)c1ccc2c(c1)OCCO2
    0.2, 18, -13, 2, 5, 5, 4, -4, -1.5
- CN1CCN(C(=O)c2cn(-c3ccccc3)nc2-c2cccs2)CC1
    -4.2, -2, 16, 11, -1, -3, 2, 2, -4.3

# Arranged by number of heavy atoms (smallest number first): some entries from above.
# Every second line gives: VIM-2 inhibitor, PHOSPHO1 inh, p-CIP stab down, NALP1 inh, IDE inh, M18AAP inhibitor, IDE act, GPR7 antag, IMP-1 inhibitor
- O=C(COC(=O)c1cccc([N+](=O)[O-])c1)NC1CCCC1
    -3.2, 38, -8, 3, -3, -5, 3, -7, -0.9
- CN1CCN(C(=O)c2cn(-c3ccccc3)nc2-c2cccs2)CC1
    -4.2, -2, 16, 11, -1, -3, 2, 2, -4.3
- CC1(C)Cc2c(cnn2-c2ccc(F)cc2)C(NC(=O)c2ccoc2)C1 (configuration not stated)
    -4.5, 15, -1, 13, 5, -2, 5, -14, -3.2

# Screening data as filed in PubChem.
